Screens from PubChem BioAssay.
rTrxR1 inhibitor = inhibitors of rat thioredoxin reductase 1. O89049. recombinant rTrxR1, NADPH fluorescence consumption, selenite substrate. Potency, µM (top dose mostly 114 µM), for inactives: at the highest dose activity change, negative = inhibition, most hits filed as inhibitors. 390,000 tested, 1% active. AID 588453; also: % is scaled to controls: 0 for no effect and ±100 for the full control effect; nearly all actives have a fitted effect of over 65% in size
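Rat TrxR1 (90 nM in the dispensed reagent) was pre-reduced with 400 uM NADPH for 5 min at room temperature, then incubated with compound for 15 min. After 400 uM selenite was added, NADPH fluorescence (Ex 340/Em 450 nm) was followed for 8 min.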
JMJD2A Tudor inh = inhibitors of human JMJD2A Tudor domain; AlphaScreen JMJD2A-Tudor / H3K4me3 peptide binding; 390,000 tested, 4.4% active; Potency, µM (titrated, usually from 114 µM), inactives show top-dose activity change, negative = inhibition, hits mostly inhibitors; O75164; also: % is scaled to controls: 0 for no effect and ±100 for the full control effect; nearly all actives have a fitted effect of over 50% in size
GLS inhibitor = inhibitors of human glutaminase (GLS); O94925; GLS enzymatic activity, qHTS titration; Potency, µM (top dose mostly 45.5 µM), for the others: top-dose activity change, negative = inhibition, most hits filed as inhibitors; 410,000 tested, 0.21% active; AID 624170; also: % is scaled to controls: 0 for no effect and ±100 for the full control effect
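hKGA in 45 mM KH2PO4 pH 8.2, 0.02% Tween-20 with pin-transferred compounds; 1 mM L-glutamine (stock) plus glutamate oxidase/HRP/Amplex Red coupling added. Fluorescence read initially and after 30 min at RT.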
Pin1 inhibitor = human Pin1 inhibition | Pin1 FP peptide displacement, HiFluor488, 10 min | Potency, µM (doses to about 115 µM), inactives show at the highest dose activity, negative = inhibition, usual class: inhibitors | AID 504891 | 390,000 tested, 0.009% active; active = well fitted inhibition curve with a large enough effect in the polarisation, with a control signal flat, not every such curve was filed as active; inconclusive = small, poorly fitted or top-dose-only effect, or effect the other way, or a change in a side signal; inactive = no such curve, though single readings can be large or run the other way; the % refers to the polarisation; also: % is scaled to controls: 0 for no effect and ±100 for the full control effect
Target sequence (Q13526 whole entry, looked up): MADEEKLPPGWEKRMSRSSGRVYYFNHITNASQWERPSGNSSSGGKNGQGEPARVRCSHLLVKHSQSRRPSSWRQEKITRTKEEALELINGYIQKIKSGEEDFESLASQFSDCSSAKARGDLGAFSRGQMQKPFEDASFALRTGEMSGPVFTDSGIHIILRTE
12-LOX inh = blocks human arachidonate 12S-lipoxygenase. purified 12hLO, xylenol orange hydroperoxide absorbance. AID 1671190. P18054. 580,000 tested, 1.1% active. Potency, µM (doses to about 108 µM), for inactives: at the top dose activity change, negative = inhibition, most hits filed as inhibitors; also: % is scaled to controls: 0 for no effect and ±100 for the full control effect
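Purified human 12hLO at 150 nM in 25 mM Hepes, 0.01% Triton X-100, pH 7.0, preincubated 15 min at room temperature with compound. Reaction started with 40 uM arachidonic acid, 30 min at room temperature. Hydroperoxide measured by Fe-xylenol orange, 573/405 nm absorbance ratio.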
PGK inhibitor = blocks T. brucei phosphoglycerate kinase | P07378 | PGK/GAPDH coupled, Kinase-Glo luminescence, 60 min | Potency, µM (top dose mostly 57.5 µM), inactives show top-dose activity change, negative = inhibition, usual class: inhibitors | 380,000 tested, 0.043% active; also: % is scaled to controls: 0 for no effect and ±100 for the full control effect; nearly all actives have a fitted effect of over 60% in size
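Recombinant glycosomal PGK reaction used 1,3-bisphosphoglycerate generated in-well by GAPDH (100nM final) in 100mM TEA pH 7.6, 5mM MgCl2, 0.01% Tween-20. After 60 minutes at room temperature, ATP was read by Kinase-Glo Plus luminescence end-point.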
RGS4 inhibitor = human RGS4 inhibition; 390,000 tested, 0.039% active; Transcreener GDP fluorescence polarization, RGS4-accelerated GTP hydrolysis; P49798; Potency, µM (series often up to 114 µM), for the others: top-dose activity change, negative = inhibition, actives largely listed as inhibitors; AID 504845; also: % is scaled to controls: 0 for no effect and ±100 for the full control effect; nearly all actives have a fitted effect of over 75% in size; some results filed as inactive show a strong effect at the top dose
Target sequence (P49798 whole entry, looked up): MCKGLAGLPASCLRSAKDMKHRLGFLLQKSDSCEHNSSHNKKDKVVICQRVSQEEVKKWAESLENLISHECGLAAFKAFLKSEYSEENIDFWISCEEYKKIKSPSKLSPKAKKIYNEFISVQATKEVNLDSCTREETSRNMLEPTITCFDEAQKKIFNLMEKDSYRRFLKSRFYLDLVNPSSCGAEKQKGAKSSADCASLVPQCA
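MLSMR compounds (23 nl, pin-transferred) preincubated 10 min at room temperature with a 500nM (2x) first reagent, then RGS4 at 900nM (2x) plus Transcreener GDP mix added; fluorescence polarization (620/688 nm) read before and after 90 min at 30 °C.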
HP1b chromo inh = inhibitors of HP1-beta chromodomain binding to methylated histone tails; AlphaScreen HP1-beta / biotin-H3K9me3 peptide binding; 390,000 tested, 0.56% active; Potency, µM (highest dose often 114 µM), inactives show top-dose activity change, negative = inhibition, actives largely listed as inhibitors; also: nearly all actives have a fitted effect of over 70% in size; inactives centre near 23
Target sequence (P83916 whole entry, looked up): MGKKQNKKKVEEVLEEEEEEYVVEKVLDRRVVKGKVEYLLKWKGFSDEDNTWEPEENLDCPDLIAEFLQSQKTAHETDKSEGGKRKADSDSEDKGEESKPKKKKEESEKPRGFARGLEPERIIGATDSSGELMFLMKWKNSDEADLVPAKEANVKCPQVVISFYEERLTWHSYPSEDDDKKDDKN
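AlphaScreen: HP1-beta (50 nM) preformed 30 min with biotin-H3(1-18)K9me3 peptide (50 nM) in PBS pH 7.4, 0.01% Tween-20. Compound added for 30 min at RT, then streptavidin donor/nickel chelate acceptor beads (10 ug/mL) for 30 min.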
ERG Ets-DNA blk = ERG Ets/DNA interaction inhibition. fluorescence polarization, His-ERG Ets domain / labelled DNA. Potency, µM (highest dose often 76.9 µM), without a hit: at the highest dose FP activity, negative = inhibition, usual class: inhibitors. 370,000 tested, 0.028% active. AID 624246; active = well fitted inhibition curve with a large enough effect in the polarisation, with a control signal flat; inconclusive = small, poorly fitted or top-dose-only effect, or effect the other way, or a change in a side signal; inactive = no such curve, though single readings can be large or run the other way; the % refers to the polarisation;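 also: polarization taken with two DNA probes labelled with fluorescein and Texas red; % of control where 0% means no effect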
Target sequence (P11308 whole entry, looked up, the tested form may be a part): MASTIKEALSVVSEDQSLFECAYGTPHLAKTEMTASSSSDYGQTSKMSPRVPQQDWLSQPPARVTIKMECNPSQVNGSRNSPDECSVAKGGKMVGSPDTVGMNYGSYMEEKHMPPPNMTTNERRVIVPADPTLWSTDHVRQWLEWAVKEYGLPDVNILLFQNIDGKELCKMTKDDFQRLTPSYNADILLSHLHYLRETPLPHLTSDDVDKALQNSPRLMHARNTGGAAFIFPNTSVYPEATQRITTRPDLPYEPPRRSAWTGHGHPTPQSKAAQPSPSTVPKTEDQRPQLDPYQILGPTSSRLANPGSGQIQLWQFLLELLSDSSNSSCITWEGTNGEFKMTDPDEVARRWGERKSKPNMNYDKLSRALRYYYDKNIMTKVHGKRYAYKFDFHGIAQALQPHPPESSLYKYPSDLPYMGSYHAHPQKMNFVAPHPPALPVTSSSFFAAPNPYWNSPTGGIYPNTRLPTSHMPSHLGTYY
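His-tagged ERG Ets domain (1 uM in the protein solution; 300mM KCl, 50mM Tris-HCl, 1mM EDTA, 1mM DTT, pH 7.5) received compound, then a probe mix of 5 nM fluorescein-DNA and 100nM Texas-615-DNA. Fluorescence polarization was read for both dyes.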
* hit, by the source's call; i = inactive; ? = inconclusive; / = no result given; [ ] = another dose, or the depositor's remark. Unless noted, calls follow the shape of the dose curve; as a rule, active = well fitted curve in the direction sought with a large enough effect; inconclusive = small, poorly fitted or top-dose-only effect, or another doubt; inactive = no such curve, though single readings can be large; an effect the other way counts as inactive or inconclusive. Potency is read from the fitted curve at half-maximal effect. Only part of the results is shown; the hit share may differ from the screen's.

SMILES	rTrxR1 inhibitor	JMJD2A Tudor inh	GLS inhibitor	Pin1 inhibitor	12-LOX inh	PGK inhibitor	RGS4 inhibitor	HP1b chromo inh	ERG Ets-DNA blk
O=C(c1cccn(Cc2ccc(C(F)(F)F)cc2)c1=O)N1CCOCC1	7%[57.1 µM]	-10%[11.4 µM]	3%	6%	-13%	7%	?	-7%	1%
Cc1nn(-c2ccccc2)c(OC(=O)c2ccc(Br)cc2)c1S(=O)(=O)c1ccccc1	3%	-36%	17%	-1%	?	7%	20%	36%	10%
O=c1[nH]n(CC2COC3(CCCCC3)O2)c(=O)c2ccccc12 (centres undefined)	8%	-7%	1%	-3%	17%	-6%	-21%	28%	/
CCOc1ccccc1NC(=O)C(CC(C)C)NC(=O)C1CCCCC1 (centres undefined)	19%	1%	-6%	-4%	-23%	-7%	6%	23%	-3%
CCN(CC)S(=O)(=O)c1ccc2c(c1)nc(CCC(=O)OCC(=O)Nc1cc(Cl)cc(Cl)c1)n2C	12%	-2%	83%[activator]	15%	12%	-8%	-11%	41%[activator]	5%
N#C/C(=C\c1ccc(O)c(O)c1)C(=O)Nc1cccc2ncccc12	-7%	?	13%	36%[activator]	?	?	-50%	-8%	0%
C=CCc1cc(OC)ccc1OCCOCCN1CCc2ccccc2C1	9%	0.89µM*	-14%	-14%	?	-3%	9%	?	-6%
Cc1ccc(NC(=O)/C(=C\c2ccccc2)NC(=O)/C=C/c2ccccc2)cc1	9%	-8%	8%	6%	1%	-19%	20%	27%	3%
CC(=O)c1c(-c2ccccc2)c2cc(Cl)ccc2n(C)c1=O	14%	-9%	-2%	-3%	0%	-4%	5%	23%	10%
CC1CN(CC(O)COc2ccc(C(C)C)cc2)CC(C)O1 (centres undefined)	6%	13%	-2%	5%	?	1%	9%	28%	4%
CC(C)NC(=O)c1ccc(N2CCOCC2)nc1	-4%	14%	13%	5%	-8%	9%	7%	42%[activator]	-1%
COc1ccc(OC)c(CCNC(=O)CN2C(=O)COc3ccc(S(=O)(=O)N4CCC(C)CC4)cc32)c1	2%	-25%	6%	1%	-23%	-8%	8%	17%	2%
Cc1ccc(C(=O)NCCc2cc3ccc(C)c(C)c3[nH]c2=O)cc1[N+](=O)[O-]	14%	-4%	-5%	22%	18%	i	-9%	21%	/
Cc1ccc(S(=O)(=O)C2(C(=O)N(C)C3CCCCC3)CC2)cc1	-14%	-5%	5%	7%	-14%	0%	20%	23%	7%
CCc1ccc(OCC(=O)N2c3ccccc3CCc3ccccc32)cc1	5%	0%	6%	7%	-25%	3%	-18%	39%	-11%
O=S1(=O)CCN(Cc2ccc(Cl)cc2)CC1	11%[57.1 µM]	?	2%	0%	-18%	0%	-31%	15%	4%
COc1ccc(CCNC(=O)c2ccc3c(c2)OCO3)cc1	21%	-15%	-19%	-6%	-26%	-3%	-17%	-18%	-5%
Cc1cc(Br)c(S(=O)(=O)n2nnc3ccccc32)cc1C	?	-19%	0%	0%	-23%	5%	-3%	45%[activator]	/
COc1cc(OC)cc(C(=O)NNC(=O)C2CCCC2)c1	9%[57.1 µM]	2%	-10%	4%	-6%	7%	-22%	77%[activator]	0%
Cc1ccc(NC(=O)C2CCN(c3ncccn3)CC2)cc1F	19%	-12%	4%	-8%	?	5%	12%	28%	-4%
O=C(O)CCC(=O)NNc1nc2ccccc2nc1-c1ccccc1	2%[57.1 µM]	-5%	11µM*	-3%	?	7%	5%	12%	-1%
N#Cc1c(NC(=O)c2cc(-n3cnnc3)ccc2Cl)sc2c1CCCC2	14%[11.4 µM]	-32%	-3%	0%	31%[activator]	2%	-5%	0%	2%
O=C(Nc1cccc(NC(=O)c2cc([N+](=O)[O-])ccc2Cl)n1)c1cc([N+](=O)[O-])ccc1Cl	11%	?	-2%	0%	/	i	12%	12%	-6%
O=C(Nc1cnn(Cc2ccc(F)cc2)c1)c1cnccn1	2%	-9%	15%	-4%	0%	-9%	-7%	18%	0%

JMJD2A Tudor inh, entries above that show a hit
SMILES	rTrxR1 inhibitor	JMJD2A Tudor inh	GLS inhibitor	Pin1 inhibitor	12-LOX inh	PGK inhibitor	RGS4 inhibitor	HP1b chromo inh	ERG Ets-DNA blk
C=CCc1cc(OC)ccc1OCCOCCN1CCc2ccccc2C1	9%	0.89µM*	-14%	-14%	?	-3%	9%	?	-6%

(next part)
SMILES	rTrxR1 inhibitor	JMJD2A Tudor inh	GLS inhibitor	Pin1 inhibitor	12-LOX inh	PGK inhibitor	RGS4 inhibitor	HP1b chromo inh	ERG Ets-DNA blk
COc1ccccc1NC(=O)N1CCC(c2nnc(SCC(N)=O)n2C)CC1	2%	-2%	5%	-9%	7%	-3%	-10%	24%	3%
CC(C)Nc1nc2n(c(=O)n1)CCN2C(C)C	-3%	-3%	0%	-6%	0%	-2%	-49%	30%	-2%
COc1ccc(S(=O)(=O)n2cccc2)cc1	9%	-12%	3%	-2%	-26%	-4%	-5%	35%	1%
CC(C)CSc1ccc(S(=O)(=O)NCC(=O)O)cc1[N+](=O)[O-]	5%[57.1 µM]	-26%	4%	-6%	-24%	-7%	-29%	27%	-2%
CC(=O)c1cnc2cc(C)nn2c1C	-5%	-5%	13%	1%	459%[activator]	-5%	16%	5%	-5%
Cc1cc(=O)nc2c3ccccc3n(CC(=O)Nc3ccccc3Br)n12	14%	-15%[11.4 µM]	5%	14%	1%	-2%	14%[11.4 µM]	48%[activator]	-2%
c1ccc2nc(-c3nc4ccccc4o3)ccc2c1	-8%	0%	-13%	18%	26%	?	10%	30%	-21%
CCOC(=O)C1(CCOc2ccccc2)CCN(Cc2cc(OC)ccc2OC)CC1	-6%	-18%	1%	-6%	-9%	-10%	3%	12%	-1%
COc1ccccc1NC(=O)CN1CCN(CC(=O)Nc2ccc(S(N)(=O)=O)cc2)CC1	5%	-9%	-6%	4%	4%	/	-15%	24%	0%
CCc1nc(Nc2ccc(OC)c(OC)c2)c2nnn(Cc3ccccc3Cl)c2n1	-9%	-10%	12%	1%	-13%	-7%	-2%	15%	-5%
Cc1ccc(/C=C/C(=O)Nc2nn[nH]n2)o1	50µM*	35µM*	-9%	?	-23%	-9%	-14%	-21%	-3%
CCCCNC(=O)C1(NC(=O)Nc2ccc(C)cc2)CCCCC1	26%[57.1 µM]	-32%[11.4 µM]	?	4%	2%	-3%	?	-11%	3%

Entries of single compounds as entered above:
`CCOC(=O)C1(CCOc2ccccc2)CCN(Cc2cc(OC)ccc2OC)CC1` in the list: rTrxR1 inhibitor: -6%; JMJD2A Tudor inh: -18%; GLS inhibitor: 1%; Pin1 inhibitor: -6%; 12-LOX inh: -9%; PGK inhibitor: -10%; RGS4 inhibitor: 3%; HP1b chromo inh: 12%; ERG Ets-DNA blk: -1%
`Cc1cc(Br)c(S(=O)(=O)n2nnc3ccccc32)cc1C` in the list: rTrxR1 inhibitor: ?; JMJD2A Tudor inh: -19%; GLS inhibitor: 0%; Pin1 inhibitor: 0%; 12-LOX inh: -23%; PGK inhibitor: 5%; RGS4 inhibitor: -3%; HP1b chromo inh: 45%[activator]; ERG Ets-DNA blk: /
`Cc1ccc(NC(=O)/C(=C\c2ccccc2)NC(=O)/C=C/c2ccccc2)cc1` in the list: rTrxR1 inhibitor: 9%; JMJD2A Tudor inh: -8%; GLS inhibitor: 8%; Pin1 inhibitor: 6%; 12-LOX inh: 1%; PGK inhibitor: -19%; RGS4 inhibitor: 20%; HP1b chromo inh: 27%; ERG Ets-DNA blk: 3%

Next section.
SMILES	rTrxR1 inhibitor	JMJD2A Tudor inh	GLS inhibitor	Pin1 inhibitor	12-LOX inh	PGK inhibitor	RGS4 inhibitor	HP1b chromo inh	ERG Ets-DNA blk
O=C(CCNC(=O)c1ccccc1Cl)NCC12CC3CC(CC(C3)C1)C2	-11%	-10%	1%	0%	-7%	i	18%	21%	7%
Cn1c(C(=O)NCC2CCCO2)cc2oc3ccccc3c21 (centres undefined)	-14%	-31%	-4%	-6%	0%	-1%	3%	-5%	-7%
CCOC(=O)COc1cnc2ccccc2n1	25%[57.1 µM]	-11%	16%	0%	0%	i	-8%	7%	-3%
COc1ccc(NC(=O)CSC2=NN3CCCC(=O)N=C3S2)c(OC)c1	6%	-14%	2%	2%	14%	3%	18%	31%	-1%
Cc1ccc(S(=O)(=O)NC(=O)Nc2ncc3c(n2)CC(c2ccco2)CC3=O)cc1 (centres undefined)	-13%	-6%	-1%	-1%	0%	-2%	6%[11.4 µM]	50%[activator]	5%
Clc1ccc(C(c2nnnn2C2CCCCC2)N(Cc2cccnc2)Cc2ccco2)cc1 (centres undefined)	-3%	-31%	-4%	?	-5%	0%	1%	10%	-1%
O=C(COc1ccccc1[N+](=O)[O-])N1CCN(S(=O)(=O)c2ccccc2)CC1	23%[57.1 µM]	-4%	-4%	3%	-6%	5%	5%	14%	-2%
